CHO parental Ca = ATP-evoked calcium signal inhibitors, parental CHO, primary screen, counter-screen for OX1R antagonist project, cell-based, fluorescence, Fluo-8 calcium dye. parental CHO-K1, ATP-induced calcium, Fluo-8 fluorescence. inhibition, % at 5.6 µM. hit rate 0.63% among 330,000. AID 463079, 2010;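 active = inhibition above that plate's mean sample inhibition plus 3 SD, cut at about 26% in these data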;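 note: 0% = ATP-challenged DMSO wells and 100% = DMSO wells without ATP; some compounds past the cut are filed as inactive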
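test system = CHO parental line | reagent = ATP stimulus | measured by = intracellular calcium via Fluo-8 no-wash fluorescent dye | control set = ATP and no-ATP DMSO wells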
CHO-K1 Ca ag = counter-screen for M1 agonists: effect in parental CHO-K1 cells; Fluo-8 calcium fluorescence; scaled to maximal ATP response, vehicle zero; activation, % at 3 µM; hit rate 0.48% among 360,000; AID 602248, 2012; in the data active = activation above about 15%;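 note: untransfected CHO-K1 host cells lacking M1 receptor as counterscreen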
M1 PAM parental = nonselective calcium activators in parental CHO-K1 cells, primary screen, counter-screen for M1 PAM project, cell-based, Fluo-8 calcium fluorescence, full deck, 1536-well; ATP EC20; 0% at ATP EC20, 100% at ATP max; activation, % at 3 µM; hit rate 0.02% among 360,000; AID 602247, 2012;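 active = activation above the run cutoff, the mean activation of all test compounds plus 3 SD, cut at about 40% in these data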;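 note: peak over basal fluorescence ratio in a 140 s read after ATP addition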
CHO-K1 Ca antag = M1 antagonist counterscreen hit in parental CHO-K1 cells | ATP-induced calcium, Fluo-8 fluorescence | inhibition, % at 3 µM | hit rate 0.6% among 360,000;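 active = inhibition above a per-plate cutoff, the plate's mean sample inhibition plus 3 SD, cut at about 24% in these data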;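 note: 0% = DMSO plus EC80 ATP and 100% = DMSO alone without ATP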
TAAR1 antag = human TAAR1 antagonists, primary screen, Fluo-8 calcium fluorescence, CHO RD-HGA16 cells. Trace amine-associated receptor 1 (Homo sapiens), Q96RJ0. antagonist. inhibition, % at 3 µM. hit rate 1.5% among 360,000. AID 624466, 2012;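 active = inhibition above a per-plate cutoff, the mean inhibition of test compounds on that plate plus 3 SD, cut at about 49% in these data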;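 note: 0% = DMSO plus EC80 beta-PEA response and 100% = DMSO alone without agonist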
Target sequence (Q96RJ0 whole entry, looked up): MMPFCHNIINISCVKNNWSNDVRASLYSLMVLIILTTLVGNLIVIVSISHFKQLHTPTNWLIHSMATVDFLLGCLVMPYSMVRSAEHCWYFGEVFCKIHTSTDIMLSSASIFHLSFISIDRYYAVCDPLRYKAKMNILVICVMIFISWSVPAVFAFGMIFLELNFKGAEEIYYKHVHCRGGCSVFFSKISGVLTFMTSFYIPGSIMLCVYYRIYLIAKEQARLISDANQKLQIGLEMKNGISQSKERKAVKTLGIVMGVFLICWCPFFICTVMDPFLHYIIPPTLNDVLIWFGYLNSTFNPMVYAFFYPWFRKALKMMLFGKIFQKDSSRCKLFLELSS
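Material: RD-HGA16 CHO cells with stable hTAAR1 and Gα16; Dosing: single nominal final test compound concentration of 3 µM; Schedule: seeding 17-24 h prior, 75-min 37 °C, 30-min RT dye loading; Detection: kinetic Fluo-8 calcium fluorescence measurement; Measure: % inhibition from peak post-agonist over basal fluorescence ratio; Benchmarks: vehicle and agonist controls.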
CHRM1 antagonist = human M1 muscarinic receptor antagonists, primary screen, CHO-K1 cells, Fluo-8 calcium fluorescence, 1536-well. Muscarinic acetylcholine receptor M1 (Homo sapiens), P11229. CHO-K1 hM1, ACh EC80 antagonist. inhibition, % at 3 µM. hit rate 1.3% among 360,000. AID 588852, 2011;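 active = percent inhibition above its own plate's cutoff, namely the mean of that plate's compound wells plus 3 SD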;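 note: peak over basal fluorescence ratio during 140 s after agonist addition; 0% = ACh EC80 plus DMSO and 100% = DMSO alone without agonist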
TAAR1 ag = human TAAR1 agonists, primary screen, Fluo-8 calcium fluorescence, CHO RD-HGA16 cells. hit rate 0.99% among 360,000. activation, % at 3 µM. AID 624467, 2012. vehicle wells 0%, saturating PEA agonist 100%. Trace amine-associated receptor 1 (Homo sapiens), Q96RJ0;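 active = activation above the mean activation of all test compounds in the run plus 3 SD, cut at about 38% in these data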
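Benchmarks: low control DMSO, high control PEA (EC100); System: CHO RD-HGA16 cells carrying human TAAR1 plus Gα16; Detection: Fluo-8 fluorescence, 5 s baseline then 140 s kinetic read; Schedule: 17-24 h plating, Fluo-8 75 min 37 °C, 30 min RT; Read-out basis: % activation from peak over basal fluorescence ratio, DMSO-to-PEA scaled.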
OXTR potentiate = human OXTR potentiators, primary screen, fluorescence, CHO-OTR cells, Fluo-8 calcium. Oxytocin receptor (Homo sapiens), P30559. activation, % at 3 µM. AID 2445, 2010. hit rate 0.061% among 320,000. Fluo-8 calcium fluorescence, potentiator mode; 0% = oxytocin EC15, 100% = EC100;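 active = activation above that plate's cutoff, the mean activation of tested compounds plus 3 SD, cut at about 6.6% in these data, passing the limit was not always enough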;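 note: 100% uses oxytocin at 75 nM as the full agonist control; some results filed as inactive read as strong as hits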
Target sequence (P30559 whole entry, looked up): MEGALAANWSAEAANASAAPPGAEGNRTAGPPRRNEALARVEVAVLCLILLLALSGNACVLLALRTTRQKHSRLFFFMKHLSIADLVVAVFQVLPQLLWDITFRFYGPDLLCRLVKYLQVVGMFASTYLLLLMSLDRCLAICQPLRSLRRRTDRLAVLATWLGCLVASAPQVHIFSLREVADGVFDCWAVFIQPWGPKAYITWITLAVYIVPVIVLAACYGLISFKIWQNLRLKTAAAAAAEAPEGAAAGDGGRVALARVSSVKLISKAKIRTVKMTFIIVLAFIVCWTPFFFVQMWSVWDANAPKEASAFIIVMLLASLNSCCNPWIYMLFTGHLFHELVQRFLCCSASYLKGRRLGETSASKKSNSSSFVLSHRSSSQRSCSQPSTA
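System: human OTR in CHO cells / Also added: sub-maximal oxytocin, roughly EC15 / Control set: EC15 oxytocin low, 75 nM oxytocin high / Schedule: 6 min compound pre-incubation at room temperature, 100 s kinetic read / Compound: single-point 3.0 µM / Replication: singlicate / Technique: Fluo-8 calcium dye fluorescence / Read-out basis: % activation of max/min ratio relative to oxytocin controls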
CHRM1 agonist = human M1 muscarinic receptor agonists, primary screen, Fluo-8 calcium fluorescence, CHO-K1 cells, HTS; hit rate 0.33% among 360,000; Muscarinic acetylcholine receptor M1 (Homo sapiens), P11229; CHO-K1 hM1, agonist mode; 0% DMSO, 100% acetylcholine EC100; activation, % at 3 µM;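 active = activation above the run's mean compound activation plus 3 SD, cut at about 16% in these data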;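 note: peak over basal fluorescence ratio within a 140 s kinetic read after compound addition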
Active calls of the source: *; x = no result given.

SMILES	CHO parental Ca	CHO-K1 Ca ag	M1 PAM parental	CHO-K1 Ca antag	TAAR1 antag	CHRM1 antagonist	TAAR1 ag	OXTR potentiate	CHRM1 agonist
CCC(C)c1ccccc1NC(=O)c1[nH]c(C)c(C(C)=O)c1C (stereo not given)	-12.9	2.0	8.7	-13.9	-13.9	-0.2	11.3	-9.1	-2.1
COc1ccc(NN=Nc2ccc([N+](=O)[O-])cc2)cc1	x	0.5	15.6	-12.5	6.3	-22.4	0.5	x	-2.1
COc1cccc(CC(=O)Nc2ccc3c(c2)OC2(CCCC2)O3)c1	-10.5	-0.1	-3.5	8.5	7.9	15.6	5.5	-4.0	-5.2
O=C(NC(=O)c1cccc(F)c1)OC[C@@H]1CCCN2CCCC[C@H]12	-3.3	3.0	13.9	6.7	-7.0	-4.6	0.3	-2.6	-6.5
CC(=O)C1=C(O)C(=O)N(c2ccc(Br)cc2)C1c1ccc(Br)cc1 (stereo not given)	-13.4	0.7	18.7	-4.2	-33.5	-15.7	2.5	-4.0	2.2
O=C(NCC(=O)N(c1cccnc1)C(C(=O)NC1CCCCC1)c1ccccc1F)c1ccco1 (stereo not given)	-2.7	0.2	9.6	-13.1	-19.4	-6.5	-0.5	-2.0	-2.0
O=C(Cn1cnc2c(nnn2Cc2ccc(F)cc2)c1=O)Nc1ccc2c(c1)OCCO2	-3.3	0.2	4.2	-12.0	-2.5	-2.7	0.2	-0.9	0.2
CCN(CC)CCCNc1nc2cc(OC)c(OC)cc2c2nc(-c3ccccc3)nn12	-4.1	0.0	-4.8	8.0	3.8	-12.8	3.6	-13.8	-2.8
COc1ccc(-c2nc3ccccc3n2OC(C)C(=O)O)cc1 (stereo not given)	-5.0	0.4	10.2	-7.3	7.8	0.5	2.9	-7.5	-5.5
CCN1/C(=C/c2ccc3cc(C)ccc3[n+]2CC)Sc2ccccc21	88.6*	36.0*	-8.3	57.9*	55.8*	66.3*	25.9	-17.6	46.6*
CCc1ccc(CN2CCC(n3nccc3NC(=O)C3CCCC3)CC2)cc1	-32.0	0.2	3.8	-9.1	-19.3	-7.8	7.5	-1.7	-0.2
CCOC(=O)C1CCN(C(=O)c2ccccc2NC(C)=O)CC1	-12.2	1.2	20.5	-8.8	7.8	-1.9	-2.0	1.6	-1.9
O=C(CN1CCC(C(=O)c2ccc(Cl)cc2)CC1)Nc1ccc2c(c1)OCCO2	-25.9	1.8	-3.5	-5.1	0.3	13.5	6.3	-8.2	-4.6
Cc1ccc2c(c1)CCCN2C(=O)C1CCCO1 (stereo not given)	-8.7	-0.5	19.1	-1.9	x	-4.0	x	-0.8	-3.5
CCCNS(=O)(=O)c1cc2c3c(c1)CCN3C(=O)CC2	-8.2	0.6	4.2	2.5	-1.1	-0.3	2.6	-4.1	-3.0
CC(C)n1cc(NC(=O)COc2ccccc2Cl)cn1	-7.9	1.5	0.8	-6.5	8.5	-5.6	-1.6	-8.1	-7.4
CC(=NCCc1ccccc1)C1=C(O)C(c2ccccc2)OC1=O (stereo not given)	-14.4	1.3	25.9	-14.2	14.3	-3.2	73.0*	-25.6	3.2
COC(=O)c1ccc(NC(=O)CN2CCN(c3ccccn3)CC2)cc1	-2.5	-0.2	-8.9	-3.2	-38.2	3.6	2.2	-7.0	-0.5
CC(NC(=O)C(C)N1C(=O)c2ccccc2C1=O)c1ccccc1 (stereo not given)	-11.7	0.4	10.8	-3.7	-30.1	-7.5	5.9	6.0	-4.9
O=C(CCN1C(=O)C2C3C=CC(C3)C2C1=O)NC1CCCc2ccccc21 (stereo not given)	-10.2	0.5	1.5	-10.9	20.1	12.4	5.8	-0.5	-2.5
OC[C@@H]1CN(Cc2ccco2)C[C@H](n2cnc3c(N4CCOCC4)ncnc32)O1	x	0.3	13.2	-6.5	5.2	-10.2	-0.6	x	-1.0
COc1ccc(CCN2C(=O)COc3ccccc3C2C(=O)NCc2ccccc2)cc1OC (stereo not given)	x	0.4	4.3	-11.6	2.4	x	-0.6	x	x
COc1cc(C(=O)NCCCN2CCCC2=O)cc(Br)c1OCc1ccccc1	-15.2	2.1	-5.4	1.9	-11.1	0.8	4.0	-5.1	1.0
COc1ccc(Br)c(Cn2c(C)c(C(=O)NCc3ccc4c(c3)OCCO4)sc2=O)c1	x	4.0	18.8	-9.5	32.1	3.6	1.1	x	-6.0

Structures listed above shown as hits in CHRM1 antagonist:
compound	CHRM1 antagonist	TAAR1 ag	OXTR potentiate	CHRM1 agonist
CCN1/C(=C/c2ccc3cc(C)ccc3[n+]2CC)Sc2ccccc21	66.3*	25.9	-17.6	46.6*

New compounds follow.
SMILES	CHO parental Ca	CHO-K1 Ca ag	M1 PAM parental	CHO-K1 Ca antag	TAAR1 antag	CHRM1 antagonist	TAAR1 ag	OXTR potentiate	CHRM1 agonist
O=C(NC1CCCC1)c1cccc2c1C(=O)c1ccc(N3CCCCC3)cc1S2(=O)=O	-8.9	-0.1	-12.0	6.7	20.9	9.5	9.8	3.5	-1.1
COc1cccc(Nc2ncnc3ccccc23)c1	-11.8	0.7	-15.6	-3.5	-24.4	14.2	9.6	0.2	-5.5
CCOC(=O)C1CCCN(C(=O)Cn2cnc3c2c(=O)n(C)c(=O)n3C)C1 (stereo not given)	-9.4	0.2	22.4	-9.7	9.2	-1.4	0.7	0.9	-0.6
CCOC(=O)C1(Cc2cccc(OC)c2)CCCN(C(=O)CNC(C)=O)C1 (stereo not given)	-11.3	1.2	17.7	-2.5	-2.9	-7.4	2.5	0.1	-1.7
CCOc1ccc(C(=O)NCC(C)NC(=O)c2ccc(OCC)cc2)cc1 (stereo not given)	-13.9	-0.1	7.5	-1.6	-9.7	-11.8	-0.3	-3.3	-1.7
COc1ccc(/C=N/NC(=O)CNC(=O)COc2ccccc2)cc1	-4.8	0.2	25.8	-6.8	-21.4	-11.4	18.7	-3.2	-8.7
CN(CP(=O)(O)C(O)c1ccccc1)S(C)(=O)=O (stereo not given)	-5.7	0.0	1.0	-9.2	2.2	-6.0	5.5	-2.6	0.4
CC1CCC/C(=N\NC(=O)Nc2ccccc2)C1 (stereo not given)	-10.3	0.1	10.4	-3.8	-25.6	0.3	3.7	-7.0	-7.1
C/C(=N/NC(=O)CNC(=O)Cc1ccccc1)c1ccco1	-7.7	0.0	10.9	7.8	-10.3	-4.6	4.9	3.2	-3.9
O=C1C=C(c2cc(F)ccc2F)C[C@@H](c2ccc(F)cc2)C1	-22.4	-0.7	3.2	1.1	27.5	5.2	2.2	-3.6	-5.8
O=C(N/N=C/c1ccc2c(c1)OCO2)c1ccccn1	3.7	0.4	8.0	-13.9	7.0	-10.0	5.7	-1.2	-4.9
Cc1ccc(C(=O)CSc2nc3ccccc3c(=O)n2-c2ccccc2)s1	-6.3	0.6	17.7	-12.1	13.9	-22.9	0.6	-8.7	-2.6

Sorted by the number under TAAR1 ag (low to high): 3 from the list above.
SMILES	TAAR1 ag
OC[C@@H]1CN(Cc2ccco2)C[C@H](n2cnc3c(N4CCOCC4)ncnc32)O1	-0.6
COc1cc(C(=O)NCCCN2CCCC2=O)cc(Br)c1OCc1ccccc1	4.0
COc1cccc(CC(=O)Nc2ccc3c(c2)OC2(CCCC2)O3)c1	5.5

Next results.
SMILES	CHO parental Ca	CHO-K1 Ca ag	M1 PAM parental	CHO-K1 Ca antag	TAAR1 antag	CHRM1 antagonist	TAAR1 ag	OXTR potentiate	CHRM1 agonist
COc1ccc(S(=O)(=O)NNC(=O)C23CC4CC(CC(C4)C2)C3)cc1	x	1.6	-0.3	-6.8	-22.0	-1.9	2.3	x	-1.9
CC(C)C[C@@H]1Cc2[nH][nH]c(=O)c2[C@H](C)O1	x	-0.1	16.5	-10.2	3.6	x	0.6	x	x
CC1(C)CC(=O)C=C(Nc2cccc(O)c2)C1	-15.1	0.8	22.3	-5.7	-4.9	0.3	-2.4	-5.2	-2.7
CCc1ccccc1NC(=O)CCc1c(C)nn(-c2ccc(N3CCOCC3)nn2)c1C	-19.2	0.7	26.5	-20.6	-13.5	-22.2	3.5	-6.3	-1.2
CN(Cc1ccc(F)cc1)Cc1nc(-c2cnccn2)no1	-17.6	-0.2	12.1	1.0	15.8	-3.6	8.0	-0.8	-6.8
CCOC(=O)C(CCCOc1cccc(OC)c1)C(=O)OCC	-13.1	0.6	10.0	-12.1	-2.5	-5.0	2.8	-7.0	-2.2
CCc1cccc(N=c2c([N+](=O)[O-])nn(-c3ccc4c(c3)OCCO4)n2O)c1	-21.9	2.2	24.2	-5.5	-1.5	0.9	7.1	-8.7	-4.1
CCOC(=O)C1=C(O)/C(=C/c2ccc(-c3ccccc3C(=O)O)o2)SC1=Nc1ccc(OC)cc1	x	0.1	-2.8	9.0	-22.0	-31.2	2.7	x	-0.6
COc1cccc(N/C=C/C(=O)c2ccc(C)cc2)c1	-8.1	0.5	-0.6	5.1	8.2	-1.3	1.2	-2.4	-3.9
Cc1cccc(NC(=O)C[n+]2ccc(N(C)C)cc2)c1	1.3	0.1	-12.2	-1.2	-9.4	1.8	8.8	4.7	-8.4
COc1nc(Oc2ccc(C(=O)OCC(N)=O)cc2)nc(N(C)C)n1	-9.4	0.1	15.4	-4.5	13.2	0.6	0.1	-1.7	-3.1
COc1cc(/C=C/C(=O)Nc2ccc(C(C)=O)cc2)cc(OC)c1OC	-17.6	0.1	-14.6	18.0	-0.2	3.3	1.6	-8.0	2.3
Cc1cc(C(=O)N2CCC2(C)C(=O)NCC(C)(C)C)nn1C (stereo not given)	x	0.3	2.3	-2.6	0.6	-5.8	0.3	x	-0.7
O=C(c1ccco1)N1CCN(S(=O)(=O)Cc2ccc(Cl)cc2)CC1	10.3	2.8	2.0	-9.2	-14.5	-7.1	6.2	-8.2	-1.1
CCOC(=O)c1cc(-c2sc(NC(=O)c3ccccc3)nc2C)n(Cc2ccccc2)n1	x	0.4	10.4	-9.1	-46.4	-0.4	2.3	x	-9.4
O=C(O)Cc1cn(-c2ccccc2)nc1-c1ccccc1	-16.9	1.6	19.4	-17.9	-9.5	-3.4	0.1	-10.7	-3.8

High-throughput results from PubChem BioAssay.

This is a random part of the collection; overall some 4.2% were active at least once.
